EWS-Fli block = EWS/Fli-driven NR0B1 reporter inhibitors, primary screen, A673 cells, NR0B1 luciferase, luminescence, MLPCN library; AID 651661, 2012; 0.67% of 350,000 active; inhibition, % at 12.6 µM; viability-normalised;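 active means mean inhibition of at least 50% after viability correction, with every replicate also passing that limit; inconclusive means mean reaches 50% but only one of two replicates passes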;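 further: firefly luciferase signal divided by Alamar Blue viability fluorescence both relative to DMSO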
F508del corr = F508del CFTR correction, initial screen, CFBE line, single point | CFBE cells, YFP halide quenching; stimulated with forskolin plus potentiator P3; % fluorescence drop versus neutral controls | activity (quench increase), % at 7.58 µM | 0.36% of 350,000 active | AID 720511, 2013;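 active means mean added fluorescence quench of at least 8% versus neutral control, with both replicates also reaching 8%; inconclusive means only one of the mean or replicate conditions met; inactive means mean below 8% and not both replicates reaching 8%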;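 further: cells transiently co-express mutant CFTR-F508del with the halide-sensitive YFP; corrector assay measuring rescue of mutant channel to the surface after 24 h compound exposure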
GSIS activator = GLuc luminescence reporter in INS-1E cells, primary screen for activators of glucose-dependent secretion of insulin; INS-1E GLuc reporter insulin secretion, 2-3 h; activation, % at 16.6 µM; 0.61% of 370,000 active; AID 743287, 2014;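 active means lowest replicate activation of at least 40%, so every replicate reaches that level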;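 further: 0% = median of neutral control wells and 100% = median of IBMX positive control wells; some compounds called inactive have numbers as strong as hits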
FN deposition inh = inhibitors of fibronectin matrix deposition, primary screen, AH1F cells, Alexa488-fibronectin fluorescence, plate reader. 0.086% of 350,000 active. inhibition, % at 12.6 µM. AH1F fibroblasts, overnight. AID 743247, 2014;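 active means mean inhibition across replicates of 30% or more, regardless of how many single replicates reach that level; inconclusive means mean under 30% yet at least half of replicates reach 30%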;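 further: positive control wells lacked labelled fibronectin entirely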
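Assay system: AH1F fibroblasts / Quantity: 10000 cells per well / Medium: DMEM plus 2% serum, read in PBS / Reagent: labelled fibronectin 24 nM / Dosing: single dose, pinned / Times: 1 h cell attachment, overnight exposure to compound and label / Signal: fluorescence, ex 485 nm, em 525 nm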
DENV2 CPE rescue = inhibitors of DENV2 cytopathic effect, primary screen, cell-based, plate reader, single concentration; AID 651640, 2012; DENV2-infected cells, cytopathic effect rescue; 1.7% of 350,000 active; CPE inhibition, % at 9.99 µM; in the data active means CPE inhibition above about 20%, passing the limit was not always enough; inconclusive means no clear call, values can overlap the other calls; tested in BHK-21 cells;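 further: 0% = median of neutral control wells and 100% = median of positive control wells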
PAX8 reporter = inhibitors of PAX8-driven TPO luciferase reporter, primary screen, RMG-I cells, single concentration | SteadyGlo, 24 h | inhibition, % at 12.6 µM | 1.2% of 360,000 active | AID 652154, 2013;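 active means mean replicate inhibition at least 60% with every replicate also reaching 60%; inconclusive means only one of the two criteria is met; inactive means mean below 60% and not all replicates reaching 60%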;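 further: luciferase light reporting Pax8 driven TPO promoter activity; plate controls were median of neutral control wells for no effect and mitoxantrone controls for full effect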
miR122 inh = miR-122 Renilla sensor signal increase in Huh7, primary screen, miR-122 inhibitor project, cell-based, single point, plate reader. Huh7 miR-122 Renilla luciferase sensor, 48 h; neutral wells = 0, positive control = 100. activation (reporter increase), % at 12.5 µM. 0.3% of 340,000 active;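 active means mean replicate activation score at least 90 and every replicate individually at or above 90; inconclusive means only one of the two criteria met; inactive means neither criterion met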;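 further: higher luciferase means less miR-122 activity so hits act as miR-122 inhibitors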
* = called active by the depositor; ? = inconclusive; . = no result given; [ ] = another dose, or the depositor's remark. Random draw from the library; overall some 3.9% were active at least once.

SMILES | EWS-Fli block | F508del corr | GSIS activator | FN deposition inh | DENV2 CPE rescue | PAX8 reporter | miR122 inh
Clc1ccc(SCCCCN2CCNCC2)cc1 | 7.3 | . | -8.3 | -1.5 | -12.4 | -9.0 | -10.1
Cc1noc(C)c1S(=O)(=O)Nc1ccc2c(c1)C(=O)N([C@H](C)CO)C[C@@H](C)[C@@H](CN(C)S(=O)(=O)c1ccc(Cl)cc1)OCCCC[C@@H](C)O2 | 16.6 | 1.0 | -17.8 | 4.2 | -4.0 | 41.3 | -12.7[16.7 µM]
CCS(=O)(=O)N1CC2(C1)CN(S(=O)(=O)c1cn(C)cn1)[C@@H](CO)c1[nH]c3cc(OC)ccc3c12 | 28.5 | 2.8 | 20.4 | 2.5 | -12.2 | . | .
O=C(C[C@@H]1CC[C@@H]2[C@H](COC[C@@H](O)CN2Cc2cc(F)ccc2F)O1)NCc1ccc(Cl)cc1 | 8.2 | -1.0 | -14.8 | -3.5 | -1.5 | 10.8 | -6.4[16.7 µM]
CCOC(=O)/C=C/C(=O)OCC(=O)Nc1ccc(C)cc1 | -0.3 | -1.9 | -10.5 | 9.9 | -3.8 | 13.4 | -5.7
Cn1cnnc1SCC(=O)NCCC1=CCCCC1 | -4.3 | 0.7 | . | -17.2 | -5.9 | -8.2 | -2.8
CN(C)CCCNC(=S)N1CCN(c2nc(-c3ccccc3)cs2)CC1 | 10.4 | -0.7 | 4.2 | 6.3 | 19.6 | 18.6 | -30.1
CCCCn1c(=N)n(CC(O)c2ccccc2)c2ccccc21 (stereo not drawn) | 3.5 | 1.0 | 19.2 | -5.7 | 0.0 | -6.6 | .
C/C=C/c1cnc2c(c1)C(=O)N([C@@H](C)CO)C[C@H](C)[C@H](CN(C)Cc1cccc(C(=O)O)c1)O2 | -3.9 | -2.7 | 13.5 | . | 2.6 | -14.3 | -5.6[16.7 µM]
Cc1ccccc1-n1nc(C(=O)O)cc1-c1ccccc1 | . | . | 0.9 | 9.8 | . | . | -5.8
C/C=C/c1ccc2c(c1)O[C@@H](CN(C)C(=O)Nc1ccccc1)[C@H](C)CN([C@H](C)CO)S2(=O)=O | -7.4 | 3.3 | -16.1 | 4.3 | 27.7* | . | 41.5[16.7 µM]
COc1cc(OC)cc(C(=O)NC(=S)N2CCCCCC2)c1 | 10.8 | -0.7 | -10.2 | -0.6 | . | 13.7 | .
Cc1noc(C)c1S(=O)(=O)Nc1ccc2c(c1)CC(=O)N([C@H](C)CO)C[C@H](C)[C@@H](CN(C)CC1CCCCC1)O2 | -2.3 | 0.1 | -19.3 | -2.9 | -6.2 | -0.4 | -4.9[16.7 µM]
CCCCC(=O)N(C)c1c(C)nc2ccc(C(=O)N3CCN(C(C)=O)CC3)cn12 | 11.3 | -2.5 | 4.0 | -9.6 | -7.7 | -17.0 | -3.8
Cn1ncc2c(N)nc(NCCO)nc21 | -4.1 | -1.5 | -10.7 | . | 1.4 | 10.3 | 1.3
COc1cc(NC(=O)c2cccc(Cl)c2)c(OC)cc1NC(=O)CN1CCCCC1 | -2.5 | -0.4 | 5.8 | -0.4 | 0.2 | 10.7 | .
COCCNC(=O)[C@@H]1CSC2c3ccccc3C(=O)N21 (stereo partly drawn) | 1.6 | 1.8 | 34.3 | . | -0.8 | -1.5 | -11.7
COc1ccc(NC(C)=O)cc1S(=O)(=O)Nc1ccc(OCc2ccccc2)cc1 | 2.8 | -2.0 | 2.7 | -5.0 | 11.7 | -0.6 | 14.6
Cc1cccc(C(=O)NCC(=O)OCC(=O)NC2CCCCC2)c1 | -11.2 | 4.1 | -1.0 | -0.5 | -4.5 | -1.4 | .
C[C@H](CO)N1C[C@H](C)[C@@H](CN(C)Cc2ccc3c(c2)OCO3)OCCCC[C@H](C)Oc2ccc(NC(=O)CCC(F)(F)F)cc2C1=O | 4.6 | -0.3 | 15.6 | . | 5.3 | 0.4 | 12.3[16.7 µM]
CCC1(C)Cc2c(sc3c2c(=O)n(C)c2nnc(SCc4ccc5c(c4)OCO5)n32)CO1 (stereo not drawn) | . | . | 4.6 | -3.7 | . | . | 4.6
CC(=O)Nc1ccc(NS(=O)(=O)c2ccccc2)cc1 | -4.3 | -0.6 | 6.2 | 12.5 | . | -7.2 | -8.2
Cc1ccc(N(CC(=O)Nc2cccc(C)c2)S(=O)(=O)c2cccc3nonc23)cc1 | . | . | . | 0.3 | . | -12.8 | 0.7
COC(=O)C1=C(CSc2nc3ccccc3s2)NC(=O)NC1c1ccc(F)cc1 (stereo not drawn) | . | . | -20.4 | 8.7 | . | 51.7 | .
O=S(=O)(Nc1cccnc1Cl)c1ccc2c(c1)OCCO2 | 2.4 | 0.6 | 2.6 | . | . | . | 35.6
SMILES | EWS-Fli block | F508del corr | GSIS activator | FN deposition inh | DENV2 CPE rescue | PAX8 reporter | miR122 inh
O=C(C[C@H]1CC[C@@H](NS(=O)(=O)c2cccc(F)c2)[C@@H](CO)O1)N1CCCCC1 | -4.3 | 0.1 | -2.5 | -7.5 | 13.9 | 0.4 | .
Cc1cccc(C)c1NC(=O)CN(C)C(=O)COc1cccc2c1OC(C)(C)C2 | -0.3 | 1.0 | 1.5 | 1.7 | 0.3 | 5.3 | -5.1
COc1ccc(Br)cc1CN1CCN(S(=O)(=O)Cc2ccccc2)CC1 | 18.1 | 2.0 | -4.5 | -2.6 | 2.9 | 34.8 | .
COc1ccc(-n2nnnc2SCC(=O)Nc2cccc(O)c2)cc1 | 10.6 | 1.0 | 1.2 | 1.7 | -2.6 | 31.9 | -3.5
O=C1c2ccccc2C(=O)N1n1cccc1 | . | . | 8.5 | -3.1 | . | 15.6 | .
COc1ccc(N/C=C(\C#N)S(=O)(=O)c2ccc(Cl)cc2)c(OC)c1 | 6.8 | 0.9 | -11.0 | -2.8 | 5.3 | -10.1 | 5.0
Cc1[nH]c(SCC(=O)c2c(N)n(C)c(=O)n(C)c2=O)nc1Cc1ccccc1 | 10.1 | -2.9 | . | 1.8 | -7.8 | 0.2 | 3.6
CCOC(=O)Cc1cc(-c2ccccc2)nc2ccc3ccccc3c12 | . | . | . | 6.2 | . | 23.0 | 8.2
Cc1csc2nc(O)c(C(=O)NCCCc3ccccc3)c(=O)n12 | -2.7 | 0.6 | 3.3 | -7.3 | -1.0 | -25.5 | .
COc1ccc(NC(=O)CSc2ccccn2)cc1 | . | . | . | -0.2 | . | -128.2 | -2.5
CCC(Cc1ccccc1)NC(=O)CCNS(=O)(=O)c1cc(Br)cnc1N (stereo not drawn) | 10.5 | 2.2 | -26.3 | -3.0 | -2.1 | 0.7 | 3.1
COc1ccccc1NC(=O)N1CC(=O)N2[C@H](CO)[C@H](c3ccc(C#CC4CC4)cc3)[C@@H]2C1 | -0.3 | -3.4 | 4.3 | . | -6.8 | -4.6 | .
CCO[C@@H]1OC(C(=O)N2CCCCCCC2)=C[C@H](c2csc3ccccc23)[C@H]1CCCO | -5.3 | 1.5 | -8.2 | -1.4 | . | 0.0 | .
COc1ccc(C(=O)NC2CC(C)(C)Cc3c2cnn3-c2ccccc2C)o1 (stereo not drawn) | . | 1.0 | -13.8 | . | -1.9 | -9.6 | -4.4
COc1cc(C[C@@H](C)[C@@H](C)Cc2ccc(O)c(OC)c2)ccc1O | 1.5 | 4.0 | -11.1 | 0.4 | 1.1 | 6.5 | -2.7
COCC#Cc1ccc([C@H]2[C@H](CO)N3C(=O)CN(C(=O)C4CCCCC4)C[C@@H]23)cc1 | 13.6 | -2.4 | 3.0 | 1.7 | -9.2 | 3.1 | .
CCN(CC)CCOC(=O)C1(c2ccc([N+](=O)[O-])cc2)CCCC1 | 7.7 | -6.6 | . | -3.7 | 13.2 | -4.9 | 3.5
Cc1ccc(S(=O)(=O)N2c3cc(C)ccc3OCC2C(C)(C)C)cc1 (stereo not drawn) | . | . | -21.5 | -2.7 | . | 38.7 | 64.9
COc1cc(NC(=O)c2cccnc2)c(Cl)cc1NC(=O)c1ccccc1 | -0.6 | -2.3 | 6.8 | . | ? | 1.0 | 20.1
O=c1[nH]c(SCc2cccc(Cl)c2)nc2ccccc12 | 8.7 | 0.3 | -2.7 | 9.1 | -1.0 | -9.9 | .
COc1cccc(-c2ccc3c(c2)O[C@@H](CN(C)Cc2cncnc2)[C@H](C)CN([C@H](C)CO)S3(=O)=O)c1 | -5.1 | -1.9 | -13.5 | 14.0 | 7.2 | . | 4.8[16.7 µM]
CC1(C)C(=O)OC(/C=C\c2ccccc2)C(C)(C)C1=O (stereo not drawn) | -15.7 | . | -16.8 | 4.1 | 7.4 | 2.6 | 0.9
C[C@H](CO)N1C[C@H](C)[C@H](CN(C)C(=O)Nc2ccc3c(c2)OCO3)Oc2ccc(NC(=O)NC3CCCCC3)cc2CC1=O | -2.1 | -1.0 | 0.4 | . | 3.7 | -15.5 | 5.8[16.7 µM]
Cc1noc(C)c1S(=O)(=O)N1CCCC(C(=O)N2CCN(C3CCCCC3)CC2)C1 (stereo not drawn) | 4.9 | 2.3 | -1.1 | -14.5 | 4.2 | 8.0 | -0.2
CCOC(=O)c1c(NC(=O)CSc2nncs2)sc(C)c1-c1ccccc1 | 11.6 | . | -12.0 | 3.2 | -0.8 | 8.7 | .

Quoted from the listing (three entries):
SMILES | EWS-Fli block | F508del corr | GSIS activator | FN deposition inh | DENV2 CPE rescue | PAX8 reporter | miR122 inh
COc1ccccc1NC(=O)N1CC(=O)N2[C@H](CO)[C@H](c3ccc(C#CC4CC4)cc3)[C@@H]2C1 | -0.3 | -3.4 | 4.3 | . | -6.8 | -4.6 | .
CCO[C@@H]1OC(C(=O)N2CCCCCCC2)=C[C@H](c2csc3ccccc23)[C@H]1CCCO | -5.3 | 1.5 | -8.2 | -1.4 | . | 0.0 | .
COc1ccc(C(=O)NC2CC(C)(C)Cc3c2cnn3-c2ccccc2C)o1 (stereo not drawn) | . | 1.0 | -13.8 | . | -1.9 | -9.6 | -4.4

Shown as a hit in DENV2 CPE rescue, among the entries above:
compound	F508del corr	GSIS activator	DENV2 CPE rescue	miR122 inh
C/C=C/c1ccc2c(c1)O[C@@H](CN(C)C(=O)Nc1ccccc1)[C@H](C)CN([C@H](C)CO)S2(=O)=O	3.3	-16.1	27.7*	41.5[16.7 µM]

(listing goes on)
SMILES | EWS-Fli block | F508del corr | GSIS activator | FN deposition inh | DENV2 CPE rescue | PAX8 reporter | miR122 inh
Cc1nc2ccccc2nc1CN1CCC(CO)(CC2CCCCO2)CC1 (stereo not drawn) | . | . | -0.9 | -0.5 | . | 13.8 | -3.0
COc1ccc(NS(=O)(=O)c2ccc3oc(SCC(N)=O)nc3c2)cc1 | -23.4 | 0.5 | -11.6 | -0.1 | ? | 22.6 | .
CCOc1ccc(N(CC(=O)NCc2ccc(OC)cc2)S(C)(=O)=O)cc1 | -57.1 | 0.6 | -9.3 | -0.3 | 1.3 | -44.1 | -1.7
CC1CN(C(=O)c2ccc(COc3ccccc3Br)o2)CC(C)O1 (stereo not drawn) | -12.3 | -0.6 | -0.5 | 6.5 | -3.1 | 36.0 | .
CCOc1ccc(CCN2C(=S)N([C@@H](CC(C)C)CN3CCC[C@@H]3CN3C(=S)NC[C@@H]3Cc3ccc(O)cc3)C[C@@H]2CC(C)C)cc1 | 5.1 | -1.4 | -2.4 | 5.7 | 3.6 | -9.6 | 1.7
C[C@@H]1CCCCO[C@@H](CN(C)S(=O)(=O)c2ccc(Cl)cc2)[C@H](C)CN([C@@H](C)CO)C(=O)c2cc(NS(=O)(=O)c3cccs3)ccc2O1 | 12.0 | 0.0 | 23.2 | -15.1 | -3.8 | 32.5 | -6.3[16.7 µM]
CCc1nnc(NC(=O)CC23CC4CC(CC(Br)(C4)C2)C3)s1 | 7.0 | -1.1 | -7.8 | -13.1 | -2.2 | -9.2 | 1.4

Assay outcomes as filed in PubChem.
